GRK2 inh: compounds blocking aptamer binding on GRK2 – biochemical, human GRK2, bead flow cytometry, HTS, primary screen; Beta-adrenergic receptor kinase 1 (Homo sapiens), P25098; FAM-aptamer displacement from GRK2; inhibition of aptamer binding, % at 10 µM; 330,000 tested, 0.59% active; AID 488847, 2010;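 active = inhibition of aptamer binding above 40%, roughly 3 SD of noise, on plates passing a quality check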;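 note: median bead fluorescence of bound FAM aptamer so fluorescent compounds give negative values; no value below 0 was filed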
GLD-1 TGE inh: GLD-1/TGE RNA complex disruptors, primary screen, biochemical, fluorescence polarization; Female germline-specific tumor suppressor gld-1 (Caenorhabditis elegans), Q17339; inhibition, % at 5.96 µM; purified GLD-1 + fluorescein TGE RNA; 320,000 tested, 0.44% active;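 active = percent inhibition above a per-plate cutoff, the plate mean of test compounds plus 3 SD, cut at about 30% in these data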;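 note: 0% = DMSO wells with GLD-1 and probe and 100% = wells lacking GLD-1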
Target sequence (Q17339 whole entry, looked up): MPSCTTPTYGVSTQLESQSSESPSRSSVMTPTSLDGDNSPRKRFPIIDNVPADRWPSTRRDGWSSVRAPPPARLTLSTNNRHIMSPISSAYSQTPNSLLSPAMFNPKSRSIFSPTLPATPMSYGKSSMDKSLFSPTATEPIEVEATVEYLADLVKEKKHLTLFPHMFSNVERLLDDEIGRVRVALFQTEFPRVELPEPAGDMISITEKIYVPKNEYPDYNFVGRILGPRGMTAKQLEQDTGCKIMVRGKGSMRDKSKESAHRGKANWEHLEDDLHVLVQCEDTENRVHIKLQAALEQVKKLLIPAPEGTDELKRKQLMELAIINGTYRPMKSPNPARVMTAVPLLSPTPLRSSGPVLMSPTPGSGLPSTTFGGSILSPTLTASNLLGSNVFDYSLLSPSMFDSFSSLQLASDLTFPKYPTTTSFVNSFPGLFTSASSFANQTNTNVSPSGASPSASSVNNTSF
CIT2-GFP yeast: modulators of CIT2-GFP expression in yeast, primary screen, S. cerevisiae, GFP fusion, multiplex flow cytometry, MLPCN library | S. cerevisiae CIT2-GFP strain, 3 h; 100 means same as DMSO wells | GFP response vs DMSO, % at 10 µM | 320,000 tested, 0.065% active | AID 2029, 2009;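 active = GFP response relative to DMSO above a set limit, near the screen mean plus 3 SD, cut at about 150% in these data; inconclusive = Fewer than 70 cells measured for a yeast strain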;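 note: ratio of well median GFP fluorescence to mean of DMSO wells on the plate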
AGP1-GFP MLPCN: modulators of AGP1-GFP expression in yeast TOR pathway, primary screen, cell-based, multiplex flow cytometry, S. cerevisiae, MLPCN library | 3 h; GFP as percent of DMSO wells | GFP response vs DMSO, % at 10 µM | 320,000 tested, 0.02% active;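 active = GFP response relative to DMSO above a set limit, near screen average plus 3 SD, cut at about 150% in these data; inconclusive = fewer than 70 cells counted for the yeast strain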;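 note: median GFP channel fluorescence of the gated AGP1 strain per well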
MCL1 BIM primary: inhibitors of MCL1 binding to BIM-BH3, primary screen, biochemical, fluorescence polarization; Induced myeloid leukemia cell differentiation protein Mcl-1 (Homo sapiens), Q07820; GST-MCL1 / FITC-Bim-BH3 fluorescence polarization; inhibition, % at 10.9 µM; 320,000 tested, 0.68% active; AID 2057, 2009;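 active = inhibition above the mean inhibition of all tested compounds plus 3 SD, set per campaign, cut at about 40% in these data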;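 note: 0% = DMSO wells and 100% = unlabeled Bim-BH3 peptide control; higher means more loss of mP so more displacement of Bim peptide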
BCLXL inh: inhibitors of human Bcl-xL, primary screen, biochemical, fluorescence polarization, HTS | inhibition, % at 10.9 µM | Bcl-2-like protein 1 (Homo sapiens), Q07817 | 320,000 tested, 0.7% active | GST-Bcl-xL / FITC-Bim BH3 peptide fluorescence polarization;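 active = inhibition above the mean of all tested compounds plus 3 SD, cutoff set per campaign, cut at about 30% in these data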;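 note: 0% = DMSO wells and 100% = unlabeled Bim-BH3 peptide competitor; inhibitors lower millipolarization by displacing the labeled peptide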
MEX-5 binding: MEX-5 zinc finger RNA-binding disruptors – biochemical, C. elegans, fluorescence polarization, MLPCN library, primary screen | Zinc finger protein mex-5 (Caenorhabditis elegans), Q9XUB2 | 300,000 tested, 0.38% active | MEX-5/FITC-TCR2 RNA binding; hits give low values | activity score (negative = inhibition of binding), % at 10 µM;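 active = inhibition past about -25% in most replicates, and total fluorescence under double the plate's negative control median, limit read from the data; inconclusive = replicates evenly split on the limit, or fluorescence at least double controls; inactive = too little inhibition in most replicates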;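 note: 0% = DMSO and -100% = 5 µM competing unlabeled TCR2 RNA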
Target sequence (Q9XUB2 whole entry, looked up): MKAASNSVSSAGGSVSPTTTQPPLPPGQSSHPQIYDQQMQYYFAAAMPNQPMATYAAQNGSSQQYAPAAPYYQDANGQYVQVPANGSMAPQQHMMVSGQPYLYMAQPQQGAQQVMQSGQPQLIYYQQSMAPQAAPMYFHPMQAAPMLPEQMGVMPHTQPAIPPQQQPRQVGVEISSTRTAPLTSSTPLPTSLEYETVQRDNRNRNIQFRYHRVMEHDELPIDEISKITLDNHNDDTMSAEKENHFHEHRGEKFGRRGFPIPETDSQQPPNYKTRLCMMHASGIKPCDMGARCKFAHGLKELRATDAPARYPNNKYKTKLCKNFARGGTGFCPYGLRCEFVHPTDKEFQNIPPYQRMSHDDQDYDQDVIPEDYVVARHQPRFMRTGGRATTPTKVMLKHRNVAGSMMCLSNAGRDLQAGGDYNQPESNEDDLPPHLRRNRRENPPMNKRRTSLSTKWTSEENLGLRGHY
Fam108B counter: mouse Fam108B serine hydrolase inhibitors, primary screen, counter-screen for RBBP9 inhibitor project, biochemical, fluorescence polarization | inhibition, % at 9.51 µM | recombinant Fam108B, FP-Rh probe fluorescence polarization | 300,000 tested, 0.33% active | AID 1947, 2009;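 active = inhibition above the screen mean inhibition plus 3 SD, computed separately per campaign, cut at about 18% in these data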;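 note: inhibitors lower polarization as less probe binds the enzyme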
VLA-4 inh: inhibition in human VLA-4 binding assay, primary screen, VLA-4 allosteric modulator project, MLPCN library, flow cytometry, VLA-4 expressing cells; ligand binding flow cytometry; inhibition, % (about 7 µM as worked out from the volumes in the protocol); Integrin alpha-4 (Homo sapiens), P13612; 330,000 tested, 0.2% active; in the data active = inhibition above about 50%
The depositor's hits bear a star; u = inconclusive; x = not tested or not shown. Compounds as they come. Share with any hit: about 2.2%.

Values in the order – BCLXL inh, GRK2 inh, AGP1-GFP MLPCN, CIT2-GFP yeast, MCL1 BIM primary, VLA-4 inh, MEX-5 binding, Fam108B counter, GLD-1 TGE inh
#1 O=[N+]([O-])c1ccccc1NCc1ccc(Cl)cc1
  4.8, 1.0, 100.2, 93.4, 4.9, -4.8, 0.7, 0.8, 4.3
#2 CN(Cc1ccco1)S(=O)(=O)c1nnc(NC(=O)c2ccc(F)cc2)s1
  1.2, 4.0, 96.7, 96.8, 3.1, 13.3, -3.2, -0.8, 4.3
#3 CC1CCC(NC(=O)C2c3ccccc3C(=O)N2Cc2ccc3c(c2)OCO3)CC1 (centres undefined)
  -2.5, 3.0, 118.5, 105.3, 2.7, 11.4, -1.2, 3.9, 0.5
#4 Cc1cc(NC(=O)CN2C(=O)NC(C)(c3ccccc3)C2=O)no1 (centres undefined)
  -1.2, 1.0, 105.0, 104.9, 4.6, 6.6, 1.5, 0.6, 6.1
#5 O=C(CCCNS(=O)(=O)c1cccc2nsnc12)NCc1ccccc1
  -0.3, 0.0, 100.2, 99.1, 3.8, 11.4, -2.7, -2.2, -7.8
#6 COc1ccc(S(=O)(=O)N(NC2=NS(=O)(=O)c3ccccc32)C(=O)C(C)C)cc1
  3.5, 0.0, 95.0, 96.5, 1.1, 19.8, 0.2, 1.9, -5.2
#7 O=C(COC(=O)c1ccncc1)Nc1cccc(Cl)c1
  0.4, 0.0, 99.8, 104.4, -8.9, 12.5, -3.6, -5.0, 2.6
#8 CCn1c(C)cc(/C=C2\NC(=O)N(CC(=O)Nc3ccc(F)cc3)C2=O)c1C
  -10.2, 0.0, 112.1, 104.7, -17.0, 1.9, 2.1, 6.2, -1.8
#9 COC(=O)c1ccc(NC(=O)C2CC(=O)N(c3cc(C)ccc3C)C2)cc1 (centres undefined)
  0.2, 2.0, 119.2, 102.6, -0.6, 11.1, 2.9, -1.2, 8.0
#10 COc1cc(NC(=O)Cn2nnc(-c3ccccc3N)n2)cc(OC)c1
  2.8, 3.0, 98.8, 96.2, -0.6, 16.8, 1.5, -0.7, 3.0
#11 Oc1ccccc1-c1nc(NCC2CCCO2)c2ccccc2n1 (centres undefined)
  7.2, 5.0, 93.1, 93.3, 2.3, 0.1, 1.4, 7.7, 11.7
#12 COc1cc(N/C(=N/S(=O)(=O)c2ccccc2)c2ccccc2)ncn1
  9.4, 2.0, 98.4, 105.1, 9.1, 4.1, -0.6, -1.9, 5.6
#13 CC(C)c1ccc(CN(C(=O)c2ccco2)C2CCS(=O)(=O)C2)cc1 (centres undefined)
  6.0, 1.0, 107.0, 106.8, 5.6, -16.9, 1.6, -4.0, 1.0
#14 COc1ccc(CNC(=O)CSc2nnc3c(n2)[nH]c2ccc(F)cc23)cc1
  4.6, 0.0, 96.3, 93.6, 8.1, -3.4, -0.4, -10.4, 0.2
#15 COc1ccc(C2=CSC3=NCCN23)cc1F
  6.3, 0.0, 100.2, 103.5, 7.5, 0.8, -2.1, 0.2, 3.3

Brought forward from above: 2 entries, then new ones.
Values in the order – BCLXL inh, GRK2 inh, AGP1-GFP MLPCN, CIT2-GFP yeast, MCL1 BIM primary, VLA-4 inh, MEX-5 binding, Fam108B counter, GLD-1 TGE inh
#14 COc1ccc(CNC(=O)CSc2nnc3c(n2)[nH]c2ccc(F)cc23)cc1
  4.6, 0.0, 96.3, 93.6, 8.1, -3.4, -0.4, -10.4, 0.2
#15 COc1ccc(C2=CSC3=NCCN23)cc1F
  6.3, 0.0, 100.2, 103.5, 7.5, 0.8, -2.1, 0.2, 3.3
#16 COC(=O)[C@]1(Cc2ccccc2)N[C@H](CN(C)C(=O)Nc2ccc(C)cc2)[C@@H]2C(=O)N(C)C(=O)[C@@H]21
  x, 2.0, 95.3, 99.9, x, 21.4, x, x, 2.6
#17 COC(=O)c1ccc(N2C(=O)CC(N(C)Cc3ccccc3)C2=O)cc1 (centres undefined)
  3.1, 3.0, 93.2, 92.2, 2.5, 20.6, -3.4, -1.4, 4.3
#18 COc1ccc(C)cc1NC(=O)CN(c1ccccc1F)S(C)(=O)=O
  2.6, 1.0, 109.0, 101.2, -3.8, 6.8, -0.8, -3.0, -6.6
#19 COCCn1cnc2c1c(=O)n(CC(=O)c1ccc3c(c1)OCCO3)c(=O)n2Cc1ccccc1
  3.5, 0.0, 101.8, 106.0, -2.0, -3.0, 4.9, -4.4, -1.9
#20 Cc1nn(-c2cccc(Cl)c2)nc1C(=O)Nc1cccc(C(=O)NC2CC2)c1
  -3.4, 2.0, 93.4, 85.1, -4.1, 3.2, x, x, 2.6
#21 Cc1ccc(S(=O)(=O)Cn2nnnc2C(C(C)C)N2CCC(C(N)=O)CC2)cc1 (centres undefined)
  2.0, 0.0, 101.5, 96.4, 0.8, -0.6, 2.2, 4.5, -5.5
#22 O=C(COc1ccc(S(=O)(=O)Nc2ccccc2)cc1)NCc1ccncc1
  1.1, 2.0, 96.8, 90.2, 1.5, 4.4, 3.5, -2.4, -6.4
#23 Cc1csc(=O)n1CC(=O)Nc1ccc(Cl)cc1F
  -4.6, 0.0, 103.9, 91.2, -3.6, 3.2, x, x, 4.4
#24 CN(Cc1cn(C)nc1-c1ccccc1F)CC1CCN(Cc2ccccc2)CC1
  -0.2, 0.0, 101.3, 97.7, -2.5, 3.7, 1.1, 1.3, -9.6
#25 CCCCn1c(N)c(N(CCOC)C(=O)COC(=O)C(C)Oc2ccc(Cl)cc2)c(=O)[nH]c1=O (centres undefined)
  -1.4, 2.0, 97.3, 88.4, -2.5, -9.2, -1.2, 0.8, 6.0
#26 CCNC(=S)N1CCn2c(nc3ccccc32)C1
  4.8, 5.0, 107.1, 101.4, 14.2, -6.5, 0.9, -2.2, -0.8
#27 Cn1c(=O)c2c(SCC(=O)N3CCOCC3)nc(C3CCCCC3)nc2n(C)c1=O
  6.2, 1.0, 97.1, 91.8, 0.3, -10.0, 0.5, 1.8, 2.8
#28 COC(=O)c1cc(C(=O)OC)n(Cc2ccc(Br)cc2)n1
  5.2, 1.0, 107.7, 107.1, 5.1, -5.8, 1.0, -0.7, 3.6
#29 Cc1ccc(N(C)S(=O)(=O)c2cc3c(cc2C)NC(=O)CO3)cc1
  0.6, 0.0, 103.4, 101.8, -4.6, 13.6, -0.6, 1.6, 7.2
#30 O=S(=O)(/N=C(/Nc1cc(N2CCOCC2)ncn1)c1ccc(F)cc1)c1ccccc1
  0.0, 0.0, 99.2, 94.1, -1.7, 13.3, -2.8, 2.9, -3.1
#31 Cc1ccc(-c2nnc(NC(=O)c3ccco3)s2)cc1
  -6.0, 1.0, 98.3, 95.0, -4.6, 1.3, -0.8, 2.1, 3.1
#32 COc1cc(CNCCc2ccc(S(N)(=O)=O)cc2)ccc1OCC(=O)NC(C)(C)C
  2.1, 2.0, 90.4, 94.9, 1.6, 2.7, -0.2, -1.0, 5.8
#33 O=C(CN1C(=O)NC2(CCCC2)C1=O)Nc1ccc(F)c(Cl)c1
  -4.9, 2.0, 95.2, 106.2, 0.5, -14.2, -1.4, 1.9, 1.9
#34 CC[C@@]1(c2ccccc2OC)ON(c2ccccc2C(F)(F)F)C1=O
  -3.6, 1.0, 73.4, 87.7, 0.7, -0.9, x, x, 4.2
#35 CC1(C)CC(=O)C/C(=N/NC(=O)c2ccc(-c3ccccc3)cc2)C1
  1.9, 1.0, 100.2, 96.9, 1.5, 3.2, -2.2, 1.1, 1.4
#36 O=S(=O)(NCc1csc(-c2cccnc2)n1)c1ccc(Br)cc1
  -4.2, 2.0, 98.5, 102.8, -0.8, -0.6, 0.9, 1.2, 0.9
#37 O=C(CC1SC(=Nc2ccccc2)N(CCCO)C1=O)Nc1ccc(Cl)cc1 (centres undefined)
  0.2, 0.0, 103.2, 103.2, -0.8, -8.7, 2.8, -2.8, 6.7
#38 COc1cc(C2C(C(=O)c3ccco3)=C(O)C(=O)N2c2cc(C)on2)cc(Br)c1O (centres undefined)
  -0.2, 0.0, 105.9, 103.2, 6.5, -5.7, -2.9, 2.7, 2.5
#39 CCOC(=O)C(CCCP(=O)(c1ccccc1)c1ccccc1)(NC(C)=O)C(=O)OCC
  0.3, 0.0, 104.0, 97.9, 7.6, 8.3, -0.1, 4.2, 5.0
#40 C(=C\c1nc(-c2ccncc2)no1)/c1ccccc1
  0.0, 4.0, 92.2, 90.0, 2.0, 1.3, 0.4, -0.9, -0.3
#41 C[C@@H]1COC(=O)[C@@H](CC(=O)OC(C)(C)C)C/C=C\C[C@@H](CC(=O)N(CCO)Cc2ccccc2)C(=O)N1
  x, 0.0, 94.0, 95.0, x, -6.0, x, x, 1.0
#42 COc1ccc(-n2nc3c(c2NC(=O)c2ccc(Br)o2)CS(=O)(=O)C3)cc1
  -2.4, 0.0, 100.0, 102.7, -2.1, 16.2, -1.0, 0.0, 2.0
#43 O=C(O)c1ccccc1C(=O)N1CCc2c([nH]c3ccccc23)C1C(F)(F)F (centres undefined)
  -2.5, 2.0, 101.4, 96.6, 6.9, -0.8, -0.4, -3.5, -2.4
#44 Nc1nc(N)nc(-c2ccc(Cl)c(Cl)c2)n1
  3.2, 7.0, 62.3, 91.0, 8.1, 12.8, x, x, -5.4
#45 Cc1cccc(NS(=O)(=O)c2c(C(=O)N3CCOCC3)c(C)n(C)c2C)c1C
  2.1, 0.0, 105.9, 120.6, -3.6, -8.3, 0.0, 3.2, 4.9
#46 COC(=O)c1sc(-c2ccc(Cl)cc2)cc1NC(=O)/C=C/C(=O)O
  7.0, 1.0, u, u, -1.4, -33.3, 2.0, -11.1, 1.8
#47 COc1ccc(NC(=O)Cc2nnc(N)s2)cc1
  8.8, 3.0, 106.5, 104.9, 12.9, -2.8, 0.8, 6.8, 4.0
#48 Cc1cc(Br)ccc1OCCCCN1CCC(C)CC1
  6.3, 0.0, 95.7, 99.2, 6.2, 9.1, 0.1, -1.0, 5.7
#49 COc1cc(Br)c(CC(=O)NC2CC2)cc1OC
  7.5, 0.0, 100.0, 96.4, 4.1, 4.6, -0.4, 1.2, 4.6
